High-throughput results: PubChem BioAssay, National Center for Advancing Translational Sciences (NCATS)
GLA spleen mod: qHTS Assay for Inhibitors and Activators of Human alpha-Galactosidase From Spleen Homogenate; Alpha-galactosidase A (Homo sapiens), P06280; human spleen homogenate, 4MU-alpha-Gal fluorescence, 40 min; Potency, µM (series often up to 80 µM), inactives show at the top dose activity change, negative = inhibition, actives largely listed as inhibitors; 0.008% of 240,000 active; AID 2107, 2009;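 also: 0% = enzyme with vehicle and -100% = no enzyme basal signal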
Target sequence (P06280 32-429 limits assumed): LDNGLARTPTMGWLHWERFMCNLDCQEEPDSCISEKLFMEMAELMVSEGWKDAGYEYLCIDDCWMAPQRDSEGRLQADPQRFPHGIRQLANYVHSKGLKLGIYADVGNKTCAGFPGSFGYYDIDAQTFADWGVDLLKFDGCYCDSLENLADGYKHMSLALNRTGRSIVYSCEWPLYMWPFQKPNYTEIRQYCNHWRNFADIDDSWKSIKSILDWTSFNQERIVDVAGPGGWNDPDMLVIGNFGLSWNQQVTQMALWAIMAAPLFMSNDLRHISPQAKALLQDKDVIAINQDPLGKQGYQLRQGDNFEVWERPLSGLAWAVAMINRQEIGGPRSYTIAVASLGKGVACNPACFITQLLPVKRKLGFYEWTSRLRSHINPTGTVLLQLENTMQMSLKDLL
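qHTS titration in buffer at pH 5.0. Alpha-galactosidase activity in spleen homogenate was measured via 4-methylumbelliferone release from 1 mM fluorogenic substrate after 40 min at 37C and a pH 10 stop. AC50 came from Hill fits of control-normalized data.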
GAA spleen mod: qHTS Assay for Inhibitors and Activators of Human alpha-Glucosidase From Spleen Homogenate | Lysosomal alpha-glucosidase (Homo sapiens), P10253 | human spleen homogenate, 4-MU-alpha-glucoside fluorescence | Potency, µM (series often up to 79.9 µM), inactives show top-dose activity change, negative = inhibition, hits mostly inhibitors | 0.006% of 240,000 active;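 also: 0% = enzyme with vehicle and -100% = no enzyme basal signal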
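Human spleen homogenate (1 ug) incubated with compounds and 1 mM 4-methylumbelliferyl-alpha-D-glucopyranoside in pH 5.0 citrate/phosphate buffer, 37 C, 40 min. Stopped at pH 10; 4-MU fluorescence (Ex 365/Em 440 nm); AC50 by Hill fit.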
KDM4E inh: qHTS Assay for Inhibitors of Human Jumonji Domain Containing 2E (JMJD2E); JMJD2E catalytic domain, FDH-coupled NADH fluorescence (FDH is formaldehyde dehydrogenase); 1.6% of 230,000 active; Lysine-specific demethylase 4E (Homo sapiens), B2RXH2; Potency, µM (doses to about 57.1 µM), without a hit: top-dose activity change, negative = inhibition, most hits filed as inhibitors; active = well fitted inhibition curve with a large enough effect, not every such curve was filed as active; inconclusive = small, poorly fitted or top-dose-only effect, or another doubt; inactive = no such curve, though single readings can be large or run the other way;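 also: 0% = wells with enzyme and -100% = buffer wells without enzyme; nearly all actives have a fitted effect of over 50% in size; many of its hits are not listed in these tables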
Target sequence (B2RXH2 1-337 limits assumed): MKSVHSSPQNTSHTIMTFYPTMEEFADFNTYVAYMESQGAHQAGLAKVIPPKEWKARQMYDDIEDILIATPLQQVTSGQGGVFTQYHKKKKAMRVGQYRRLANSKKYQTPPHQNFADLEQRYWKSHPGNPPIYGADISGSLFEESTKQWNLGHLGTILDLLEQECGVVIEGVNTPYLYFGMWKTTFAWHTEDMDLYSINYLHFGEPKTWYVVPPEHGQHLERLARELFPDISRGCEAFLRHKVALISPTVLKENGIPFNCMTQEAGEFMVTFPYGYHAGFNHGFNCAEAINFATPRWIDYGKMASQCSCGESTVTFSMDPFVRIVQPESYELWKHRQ
GAA inhib: qHTS Assay for Inhibitors of Human alpha-Glucosidase as a Potential Chaperone Treatment of Pompe Disease. purified human GAA, 4-MU-alpha-glucoside fluorescence. Lysosomal alpha-glucosidase (Homo sapiens), P10253. AID 1466, 2008. Potency, µM (doses to about 76.9 µM), inactives show top-dose activity change, negative = inhibition, most hits filed as inhibitors. 0.005% of 200,000 active;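 also: plate controls were uninhibited enzyme wells for no effect and no-enzyme background for full effect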
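AC50 values come from Hill fits of compound titrations (up to 77 uM) against 4 nM human enzyme. Substrate 4-methylumbelliferyl-alpha-D-pyranoside at 400 uM, pH 5.0 citrate buffer, 20 min room temperature; fluorescence Ex 365/Em 440 after alkaline stop.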
SMN2 splice enh: qHTS Assay for Enhancers of SMN2 Splice Variant Expression. HEK293 SMN2-luciferase splicing reporter, luminescence, 30-36 h. Potency, µM (titrated, usually from 46.1 µM), for inactives: at the highest dose activity change, positive = activation, most hits filed as activators. 2.8% of 210,000 active; also: % of control where 0% means no effect; nearly all actives have a fitted effect of over 55% in size
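HEK293 cells carry an SMN2 minigene-luciferase reporter in which exon 7 inclusion puts luciferase in frame. Cells were seeded at 2000 cells/well, attached for 10-12 hours, then exposed to compounds for 30-36 hours at 37C before ONE-Glo luminescence.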
GoLoco inh red: qHTS Assay for Inhibitors of RGS12 GoLoco Motif Activity (Red Fluorophore). Potency, µM (highest dose often 61.6 µM), for inactives: at the highest dose activity, negative = inhibition, actives largely listed as inhibitors. 0.44% of 230,000 active. AID 880, 2007. Gai1:RGS12 GoLoco peptide FP, rhodamine, 10 min; active = well fitted inhibition curve with a large enough effect, not every such curve was filed as active; inactive = no such curve, though single readings can be large or run the other way; also: % is scaled to controls: 0 for no effect and ±100 for the full control effect; nearly all actives have a fitted effect of over 30% in size; many of its hits are not listed in these tables
Target sequence (P63096 whole entry, looked up): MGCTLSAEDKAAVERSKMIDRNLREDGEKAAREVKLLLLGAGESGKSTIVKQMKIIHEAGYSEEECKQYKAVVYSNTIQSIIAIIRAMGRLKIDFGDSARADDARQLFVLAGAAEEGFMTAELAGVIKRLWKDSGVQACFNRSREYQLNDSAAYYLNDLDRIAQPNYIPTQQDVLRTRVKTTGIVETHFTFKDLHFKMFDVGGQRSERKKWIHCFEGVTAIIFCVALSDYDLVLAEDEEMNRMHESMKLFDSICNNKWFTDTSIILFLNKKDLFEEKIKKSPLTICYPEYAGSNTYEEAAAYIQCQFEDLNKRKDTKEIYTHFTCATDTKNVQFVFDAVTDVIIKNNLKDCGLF
GAA glycogen mod: qHTS Assay for Inhibitors and Activators of Human alpha-Glucosidase Cleavage of Glycogen | Potency, µM (series often up to 76.4 µM), without a hit: at the highest dose activity change, negative = inhibition, usual class: inhibitors | recombinant GAA, glycogen substrate, Amplex Red glucose oxidase fluorescence | AID 2100, 2009 | Lysosomal alpha-glucosidase (Homo sapiens), P10253 | 0.38% of 300,000 active;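 also: 0% = full enzyme reaction and -100% = no-enzyme basal signal; the screen sought inhibitors and activators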
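Recombinant human enzyme (4 nM); glycogen substrate; 37 C, 40 min, pH 5.0. Readout: coupled glucose oxidase/Amplex Red fluorescence.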
ALDH1A1 block: qHTS Assay for Inhibitors of Aldehyde Dehydrogenase 1 (ALDH1A1) | Potency, µM (titrated, usually from 75.3 µM), inactives show at the top dose activity, negative = inhibition, usual class: inhibitors | 7.3% of 220,000 active | Aldehyde dehydrogenase 1A1 (Homo sapiens), P00352 | Purified ALDH1A1, NADH fluorescence, propionaldehyde substrate | AID 1030, 2008; active = well fitted inhibition curve with a large enough effect, not every such curve was filed as active; inconclusive = small, poorly fitted or top-dose-only effect, or another doubt; inactive = no such curve, though single readings can be large or run the other way;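 also: plate controls were no enzyme wells and a reference inhibitor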
* = called active by the depositor; ? = inconclusive; / = not tested or not shown; & = joins results of further samples; [ ] = another dose, or the depositor's remark. Unless noted, calls follow the shape of the dose curve; as a rule, active = well fitted curve in the direction sought with a large enough effect; inconclusive = small, poorly fitted or top-dose-only effect, or another doubt; inactive = no such curve, though single readings can be large; an effect the other way counts as inactive or inconclusive. Potency is read from the fitted curve at half-maximal effect. Some of the compounds tested. The share of hits here may be higher or lower than overall.

SMILES | GLA spleen mod | GAA spleen mod | KDM4E inh | GAA inhib | SMN2 splice enh | GoLoco inh red | GAA glycogen mod | ALDH1A1 block
Cc1ccc(CNC(=O)Cn2cnc3cc([N+](=O)[O-])ccc3c2=O)cc1 | 7% | 8% | 9% | 5% | -4% | 15% | 26% | 0%
Cn1c(CCNC(=O)c2cccs2)nnc1SCC(=O)Nc1nc(-c2ccccc2)cs1 | -5% | 0% | 2% | -7% | 24% | -14% | -2% | 2%
Cc1noc(C)c1COC(=O)c1ccc(S(=O)(=O)N2CCCCC2)cc1 | -2% | -5% | -25% | ? | -3% | 8% | 2% | -6%
CC(=O)c1cccc(NC(=O)Cn2nc(-c3ccc(Cl)cc3)ccc2=O)c1 | 0% | 1% | -10% | 12% | / | 18% | -8% | 7.9µM*
CCCNC(=O)c1n[nH]c(=O)c2ccccc12 | -4% | 0% | -5% | -1% | / | / | -9% | 6%
O=S(=O)(N1CCCCC1)N1CCN(c2cc(Cl)ccc2Cl)CC1 | 2% | 2% | -4% | 10% | / | 7% | -21% | ?
Cc1ccccc1-n1c(N)c(C(=O)Nc2ccc(F)cc2)sc1=S | 2% | 8% | 7% | -3% | 2% | -2% | 16% | 20µM*
CCOc1ccccc1C(=O)NN1C(=O)CCC1=O | -10% | -6% | ? | ? | 2% | 5% | 10% | -1%
CSc1nc(C)cc(C)c1C#N | -1% | -4% | -5% | 1% | 13% | 10% | 11% | -1%
CC(=O)Nc1ccc2c(c1)nc1n2CCN(C(C)c2ccccc2)C1 (stereo unspecified) | 18% | 11% | ? | ? | 11% | 44%[activator] | 14% | ?
O=C(Nc1cccc(-c2nc3cccnc3s2)c1)c1ccco1 | 10% | 1% | ? | -17% | -1% | 22% | 1% | -2%
CCOC(=O)Cc1csc(NC(=O)CC(C)(C)CC(=O)O)n1 | 3% | -4% | -11% | -5% | / | 10% | 4% | ?
CCOC(=O)CN1C(=O)N[C@@H](CCc2ccccc2)[C@H](C(=O)OC)[C@H]1C | -6%[17.5 µM] | 11%[17.4 µM] | 5%[11.4 µM] | / | 10%[9.22 µM] | 3%[14.2 µM] | / | 0%[13.5 µM]
CCC(C)NC(=O)Cn1nc([N+](=O)[O-])c(Cl)c1C (stereo unspecified) | 19% | -11% | -10% | 2% | -9% | -3% | 3% | 9%
CC(C)NCc1c(O)c(Br)cc2oc3c(c12)CCCC3 | 3% | -2% | -9% | -8% | -9% | 5.6µM* | -5% | 9%
CCCCc1ccc(/C=C2\C(=O)c3ccccc3C(O)=C2C(=O)OCC)cc1 | -2% | -3% | ? | ? | 8% | -148% | -21% | ?
Cc1cccc(NC(=O)CSc2nnc(NC(=O)CN3CCOCC3)s2)c1 | -2% | -4% | 12% | -2% | -20% | 4% | 3% | -8%
COC(=O)Nc1nnc(-c2ccncc2)s1 | 14% | -1% | ? | ? | 7% | 3% | 7% | ?
Cc1cc(NCCCn2ccnc2)n2ncc(-c3ccc(Cl)cc3)c2n1 | 4% | -3% | ? | -1% | 4% | -5% | -10% | ?
CCc1nnc(NC(=O)CSc2nnc(-c3ccncc3)n2Cc2ccccc2)s1 | -2% | -4% | 6% | -5% | -14% | 3% | 3% | -8%
COc1ccc(OC)c(-c2cc(C(=O)NCCCn3ccnc3)no2)c1 | 10% | 1% | -8% | -4% | -22% | 6% | 6% | 4%
CCOC(=O)C1C(C(C)=O)=C(c2ccccc2)c2ccccc2N1S(=O)(=O)C(F)(F)F (stereo unspecified) | 2% | -3% | / | / | / | 7% | / | ?
C=CCn1c(SCC(=O)Nc2ccc(NC(=O)c3ccco3)c(OC)c2)nnc1-c1ccncc1 | -1% | 4% | 1% | -4% | -2% | 14% | -1% | 1%
O=C(COc1ccc(Cl)cc1)NCc1nnc(SCC(=O)NCc2ccc3c(c2)OCO3)o1 | -3% | 6% | 4% | 6% | -9% | 5% | 4% | -2%
Cc1cccc2cc(CN(CCc3ccccc3)C(=O)N3CCOCC3)c3nnnn3c12 | 7% | 4% | -1% | ? | -9% | 5% | 2% | -1%
CCC(C)NS(=O)(=O)c1ccc(NC(=O)Cc2ccc(OC)cc2)cc1 (stereo unspecified) | 1% | 0% | -14% | -6% | -32%[inhibitor] | 23% | 4% | 7%
Cc1ccc(S(=O)(=O)NNC(=O)c2sccc2-n2cccc2)cc1 | 8% | -4% | 0% | -2% | -14% | 4% | ? | 10µM*
CCOc1ccc(N2C(=O)/C(=C\c3ccccc3OC)S(=O)(=O)C2c2cccc([N+](=O)[O-])c2)cc1 (stereo unspecified) | -1% | 2% | 3% | 0% | -3% | 3% | 12% | -9%
COc1ccc(C(c2nnnn2C2CCCCC2)N2CCN(c3ccc(OC)cc3)CC2)cc1 (stereo unspecified) | 2% | -21% | -4% | -9% | 8% | -18% | -4% | -4%
CCC(C)C(N)C(=O)NC(CCC(=O)OCc1ccccc1)C(N)=O (stereo unspecified) | 5% | 10% | 2% | -3% | / | / | 10% | 5%

Record cards, from the list above. Order of screens: GLA spleen mod, GAA spleen mod, KDM4E inh, GAA inhib, SMN2 splice enh, GoLoco inh red, GAA glycogen mod, ALDH1A1 block
CCOC(=O)C1C(C(C)=O)=C(c2ccccc2)c2ccccc2N1S(=O)(=O)C(F)(F)F (stereo unspecified) across the screens: 2%, -3%, /, /, /, 7%, /, ?
CCC(C)NS(=O)(=O)c1ccc(NC(=O)Cc2ccc(OC)cc2)cc1 (stereo unspecified) across the screens: 1%, 0%, -14%, -6%, -32%[inhibitor], 23%, 4%, 7%

Carrying on:
SMILES | GLA spleen mod | GAA spleen mod | KDM4E inh | GAA inhib | SMN2 splice enh | GoLoco inh red | GAA glycogen mod | ALDH1A1 block
Cc1ccc(NC(=O)CCC(=O)OCC(F)(F)C(F)F)cc1 | 7% | 8% | 4% | ? | 6% | 8% | 1% | 9%
CC(C)n1c(O)c(N=NC(=O)c2ccccc2NS(=O)(=O)c2cccs2)c2ccccc21 | 10% | 9% | -2% | -6% | 27% | -12% | -3% | -11%
O=C(NN=C1CCCC1)c1cc(-c2ccccc2)n[nH]1 | -2% | -2% | 4% | 5% | 14% | 2% | -29% | ?
Cc1ccc(C(=O)NCC2CCCO2)o1 (stereo unspecified) | 2% | -4% | -8% | -3% | ? | -7% | 5% | 8%
O=C(O)CSc1ccc2nnc(-c3cccnc3)n2n1 | 4% | -3% | ? | -9% | 20% | 4% | -4% | 0%
C#CCNC(=O)C1=C[C@@H](c2ccc(C(F)(F)F)cc2)C[C@@H](OCCCCO)O1 | 5% | 7% | -19% | / | / | 15% | -13% | ?
Cc1ccc(S(=O)(=O)N2CCN(C)CC2)c(C)c1N(C)S(=O)(=O)c1ccc(Cl)cc1 | -5% | -9% | -1% | 0% | -58%[inhibitor] | -12% | -6% | ?
CC1(C)C(=O)OC(c2cccs2)C2(CCCCC2)C1=O (stereo unspecified) | 4% | 3% | 5% | -9% | 5% | -88% | 1% | -8%
Cn1nnnc1SCc1ccc(F)cc1 | -13% | -12% | -4% | -5% | -5% | -7% | -2% | ?
C/C(N)=C(/C#N)C(=O)CSc1nc2ccccc2c(=O)n1-c1ccc(C)c(Cl)c1 | 4% | 5% | -13% | -14% | -19% | 57%[activator] | -6% | 4%
CCOC(=O)C1C(c2cccc(Cl)c2Cl)NC(=O)NC1(O)C(F)(F)F (stereo unspecified) | -3% | -6% | 6% | 2% | 22% | -1% | 0% | 7%
CCOC(=O)c1cc(-c2cccc([N+](=O)[O-])c2)nc2[nH]c(=O)[nH]c(=O)c12 | 5% | / | -19% | -9% | 3% | 27% | 1% | 14µM*
O=C(O)c1ccc(CSc2nnc(-c3ccncc3)n2-c2ccc(Cl)cc2)cc1 | 4% | -3% | -13% | -1% | / | 8% | -3% | -11%
COc1cccc(C2CC(=O)Nc3c2c(=O)n(C)c(=O)n3C)c1OC (stereo unspecified) | 5% | 2% | -3% | -1% | -2% | -3% | -7% | 4%
COC(=O)c1ccc2c(=O)n(CCCCCC(=O)NCCNC(C)=O)c(=O)[nH]c2c1 | ? | 16% | ? | ? | 7% | 4% | 6% | ?
O=C(c1ccc([N+](=O)[O-])cc1)N1CCc2ccccc2C1 | -4% | -1% | 3% | 1% | -2% | -3% | -6% | 5%
O=Cc1cn(CC(=O)Nc2ccc3c(c2)OCO3)c2ccccc12 | -13% | -5% | -2% | 3% | -82%[inhibitor] | 4% | 4% | ?
O=C(Cc1ccc([N+](=O)[O-])cc1)N1CCN=C1SCc1ccccc1 | 1% | 0% | -2% | 1% | -5% | 11% | -2% | -1%
C=CCC1(C#N)C(=S)NC(C)=C(C(=O)OCC)C1c1ccccc1 (stereo unspecified) | -1% | -3% | -10% | / | / | 5% | -8% | /
CC(c1ccccc1)N1C(=O)NC(NC(=O)c2cccnc2)(C(F)(F)F)C1=O (stereo unspecified) | -6% | -2% | -1% | 5% | 3% | 4% | 5% | 1%
CCCCCCCCCCCCCCCCOCC(CO)OC(C)=O (stereo unspecified) | -2%&0% | 6%&7% | -2% | / | 3%&10% | -4%&3% | / | -1%&-4%
O=C(CSCCO)Nc1cc(C(F)(F)F)ccc1Cl | -3% | -3% | -4% | -2% | -1% | -4% | 2% | 7%
Cc1cc(=O)[nH]c(SCC(=O)Nc2ccc3c(c2)OCCO3)n1 | 4% | 2% | 3% | 9% | / | 2% | -4% | 2%
CCc1ccccc1Nc1nc2ccccc2n1CC | 3% | 7% | -3% | 6% | -11% | 6% | -10% | 4%
CN1CCN(c2nc3c(c(=O)[nH]c(=O)n3C)n2CC(N)=O)CC1 | 4% | 3% | -3% | 3% | 16% | 10% | -7% | 2%
CN(Cc1c(C(=O)N2CCc3ccccc3C2)nc2ccc(Cl)cn12)C(C1CC1)C1CC1 | 7% | 10% | ? | -4% | / | 8% | -14% | ?
